RXFP1 antagonist: blocks the human relaxin receptor RXFP1. Q9HBX9. HEK293-RXFP1, relaxin-stimulated cAMP HTRF, 30 min; stronger effect = lower value. activity change, negative = inhibition, % at 57.5 µM. hit rate 0.59% among 350,000. AID 1259400;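 active = activity change of -60% or lower, but not beyond a set lower limit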; note: % is set by controls: 0 for no effect and ±100 for the full control effect
D1 PAM: potentiators of human D1 dopamine receptor; P21728; HEK293 TREx D1 cells, calcium flux, dopamine EC20 potentiation; potentiation, % at 10 µM; hit rate 0.036% among 360,000; AID 504651; in the data active = potentiation above about 30%; note: 0% is about no effect
D1 agonist: activates the human D1 dopamine receptor. P21728. HEK293 T-REx D1 cells, calcium flux, agonist mode. activation, % at 2 µM. hit rate 1% among 360,000; in the data active = activation above about 30%; note: 0% is about no effect
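Inducible HEK293 T-REx D1 cells, force-coupled to calcium signalling, were plated at 4000 cells/well with tetracycline and held overnight at 30 C. After no-wash calcium dye loading, compound-evoked calcium rise over 180 s flagged agonists.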
TRHR PAM: allosteric enhancers of human TRH receptor; enhancement, % at 2 µM; hit rate 0.66% among 360,000; TRHR cells, fluo-8 calcium fluorescence, EC20 TRH enhancement; P34981; in the data active = enhancement above about 30%; note: 0% is about no effect
Target sequence (P34981 whole entry, looked up): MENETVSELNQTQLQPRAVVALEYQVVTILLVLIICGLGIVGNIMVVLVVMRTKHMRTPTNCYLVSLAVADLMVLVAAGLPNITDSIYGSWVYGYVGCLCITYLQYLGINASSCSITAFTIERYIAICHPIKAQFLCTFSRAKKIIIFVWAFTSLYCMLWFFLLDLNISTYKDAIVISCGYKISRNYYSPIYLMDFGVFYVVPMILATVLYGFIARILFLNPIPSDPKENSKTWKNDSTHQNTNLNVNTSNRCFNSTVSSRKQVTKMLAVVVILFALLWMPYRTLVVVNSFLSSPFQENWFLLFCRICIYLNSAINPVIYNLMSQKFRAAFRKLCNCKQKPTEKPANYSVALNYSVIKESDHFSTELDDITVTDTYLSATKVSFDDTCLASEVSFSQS
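Enhancer read-out: after compound pinning and an initial kinetic agonist-mode read, an EC20 of TRH (10 nM final) was injected and fluo-8 calcium signal (Ex 480/Em 530) followed at 1 s/cycle for 100 cycles in TRHR-expressing cells.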
D2 ag: D2 dopamine receptor (human) agonism; P14416; HEK293 T-REx D2 cells, calcium flux agonist mode; activation, % at 2 µM; hit rate 0.53% among 340,000; AID 485358;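 active = activation over 3 SD above normal in the single-dose calcium agonist read, cut at about 30% in these data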; note: 0% is about no effect
Target sequence (P14416 whole entry, looked up): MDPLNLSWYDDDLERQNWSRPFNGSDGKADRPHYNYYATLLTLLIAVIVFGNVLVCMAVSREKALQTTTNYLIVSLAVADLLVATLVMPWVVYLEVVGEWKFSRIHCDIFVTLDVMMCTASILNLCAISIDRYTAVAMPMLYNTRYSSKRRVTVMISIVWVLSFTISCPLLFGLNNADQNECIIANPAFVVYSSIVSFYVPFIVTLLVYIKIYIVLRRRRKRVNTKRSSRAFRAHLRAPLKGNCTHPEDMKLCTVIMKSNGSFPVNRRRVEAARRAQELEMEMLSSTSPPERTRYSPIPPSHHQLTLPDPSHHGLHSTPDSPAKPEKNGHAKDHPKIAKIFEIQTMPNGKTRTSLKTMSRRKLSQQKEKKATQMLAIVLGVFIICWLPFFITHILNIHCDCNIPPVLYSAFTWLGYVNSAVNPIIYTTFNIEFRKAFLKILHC
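Tetracycline-induced HEK293 T-REx cells with force-coupled D2 receptor, plated overnight at 30 C, loaded with no-wash calcium dye. After a 10 s baseline, compound was pin-added and calcium flux read kinetically for 180 s; calcium rises flagged agonists.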
D2 antag: antagonizes the human D2 dopamine receptor; P14416; HEK293 TREx D2 cells, calcium flux, dopamine EC80; inhibition, % at 10 µM; hit rate 2% among 340,000; in the data active = inhibition above about 30%; note: 0% is about no effect
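Calcium mobilization kinetics were recorded at 1 s intervals in tetracycline-induced HEK293 T-REx D2 cells, first for 180 s after compound addition and then 180 s after EC80 dopamine.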
D2 potentiator: positive allosteric modulators of human D2 dopamine receptor | P14416 | HEK293 T-REx D2, calcium flux, EC20 dopamine potentiation | potentiation, % at 10 µM | hit rate 0.34% among 340,000 | AID 485347;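 active = potentiation over 3 SD above the plate norm, cut at about 30% in these data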; note: 0% is about no effect
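Tetracycline-induced HEK293 T-REx cells force-coupled to calcium signalling expressed D2; compounds were pin-added after a 10 s baseline, read kinetically 180 s, then an EC20 dopamine challenge followed with a further 180 s calcium read.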
D1 antag: human D1 dopamine receptor antagonism; HEK293 TREx D1 cells, calcium flux, dopamine EC80; stronger effect = lower value; AID 504652; activity change, negative = inhibition, % at 10 µM; P21728; hit rate 3.2% among 360,000; in the data active = activity change below about -30%; note: % is set by controls: 0 for no effect and ±100 for the full control effect
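Allosteric or orthosteric antagonism assessed as attenuation of the calcium response to EC80 dopamine, added 180 s after compound, in induced HEK293 Trex D1 cells loaded with no-wash calcium dye.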
RXFP1 agonist: RXFP1 (human) receptor agonism | Q9HBX9 | HEK293T-RXFP1 cAMP TR-FRET, 30 min; response scale: percent of porcine relaxin response, buffer zero | Potency, µM (highest dose often 57.5 µM), for inactives: top-dose activation, hits mostly activators | hit rate 0.3% among 370,000 | AID 2676; active = well fitted activation curve with a large enough effect; note: potency is the fitted concentration of half-maximal effect; % is set by controls: 0 for no effect and ±100 for the full control effect; nearly all actives have a fitted effect of over 60% in size; many of its hits are not listed in these tables
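Agonist response is measured as cAMP accumulation in an RXFP1-transfected HEK293T line under PDE4 inhibition. Values are scaled between buffer-only and 29 nM porcine relaxin, and EC50s come from standard Hill equation fits.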
The depositor's hits bear a star; . = not tested or not shown; & = joins results of further samples. Only part of the results is shown; the hit share may differ from the screen's.

smiles	RXFP1 antagonist	D1 PAM	D1 agonist	TRHR PAM	D2 ag	D2 antag	D2 potentiator	D1 antag	RXFP1 agonist
CC1=C(C(=O)Nc2ccccc2)C(c2ccc(C)o2)n2c(s/c(=C/c3ccccc3)c2=O)=N1 (stereo not drawn)	-30	-3	2	4	-0.3	-12	10	-23	-2.9%
N#Cc1cc(NCC2CCCO2)c([N+](=O)[O-])cc1C#N (stereo not drawn)	3	-5	3	-3	1.4	-4	4	1	1.1%
COc1ccc(C(CNC(=O)c2ccco2)N2CCCCC2)cc1 (stereo not drawn)	4	-1	0	-2	0.3	11	-12	-6	3.6%
O=C(CCS(=O)(=O)c1cccs1)N1CCCC1	-7	-4	2	3	-0.5	9	6	2	2.5%
CCCn1c(SCC(=O)Nc2sc(C)c(C)c2C#N)nnc1C(C)C	-4	1	-1	0	-0.3	5	4	6	1.4%
CC1CC(C)CN(CCCNC(=O)Cn2ncc3c([nH]c4ccccc43)c2=O)C1 (stereo not drawn)	-16	13	0	15	-0.8	-21	-17	1	0.3%
CNC(=O)C(=O)NCCC1CCCCN1S(=O)(=O)c1cccs1 (stereo not drawn)	2	1	2	-3	-0.4	-11	4	-5	-0.1%
Cc1cc(C)c(S(=O)(=O)c2ccc(F)cc2C)c(=O)[nH]1	3	-1	4	5	-0.5	5	5	-2	4.6%

An excerpt from above in order of count of non-hydrogen atoms, smallest number first:
smiles	RXFP1 antagonist	D1 PAM	D1 agonist	TRHR PAM	D2 ag	D2 antag	D2 potentiator	D1 antag	RXFP1 agonist
Cc1cc(C)c(S(=O)(=O)c2ccc(F)cc2C)c(=O)[nH]1	3	-1	4	5	-0.5	5	5	-2	4.6%
COc1ccc(C(CNC(=O)c2ccco2)N2CCCCC2)cc1 (stereo not drawn)	4	-1	0	-2	0.3	11	-12	-6	3.6%
CCCn1c(SCC(=O)Nc2sc(C)c(C)c2C#N)nnc1C(C)C	-4	1	-1	0	-0.3	5	4	6	1.4%

Other results
smiles	RXFP1 antagonist	D1 PAM	D1 agonist	TRHR PAM	D2 ag	D2 antag	D2 potentiator	D1 antag	RXFP1 agonist
Cc1cc(OCC(=O)Nc2cccnc2)c2c(C)cc(=O)oc2c1	-10	10	2	3	-0.7	11	3	1	2.9%
Nc1ccc2nc(COc3ccccc3)[nH]c2c1	4	-4	7	10	1.6	-6	10	4	0.0%
N#CCSc1nc2sccc2c(=O)n1-c1ccccc1	-5	2	-4	4	-1.1	-18	18	-5	-2.5%
COc1cccc(/C=N/NC(=O)c2nnn(-c3nonc3N)c2-c2cccs2)c1	-6	4	9	5	-0.7	-5	11	-23	-3.2%
COc1cccc(CNC(=O)c2ccc(-c3nc(CSc4ccccc4)c(C)o3)cc2)c1	.	-3	23	3	3.0	.	7	6	1.5%
CCc1nc2ccc(F)cc2c(C(=O)NC2CCCCC2C)c1C (stereo not drawn)	-8	0	1	-4	-1.0	-13	-4	-11	-1.8%
CCO/C(=C/c1sc2ccc(OC)cc2[n+]1CCCS(=O)(=O)[O-])CC	-8	-2	3	-5	-0.3	6	0	-21	4.9%
Cc1ccc(NC(=O)C2CCCN(S(=O)(=O)c3c(C)noc3C)C2)cc1 (stereo not drawn)	-10	-6&1	4&5	-3&11	-0.1&0.5	-1	2&5	-2&-4	2.2%&2.8%
CCCCc1cc(=O)oc2cc(C)cc(OC(C)C(=O)O)c12 (stereo not drawn)	7	-3	-1	8	-0.4	-1	-6	-1	3.5%
COc1ccc(C)cc1C1=CC(=O)C[C@H](c2ccc(F)cc2)C1	.	2	1	-1	0.5	5	0	.	-2.5%
Cc1ccc(C(=O)COC(=O)CCS(=O)(=O)c2ccccc2)cc1[N+](=O)[O-]	9	-7	1	1	.	.	.	-3	1.6%
CCOc1cc2[nH]c(=O)n(Cc3ccc(C(=O)NCCCN4CCCC4=O)cc3)c(=O)c2cc1OCC	-9	-2	1	0	-0.1	10	-2	24	-1.2%
Cc1sc2nc(CSc3nc4ccccc4s3)[nH]c(=O)c2c1C	.	-10	-2	-17	1.9	21	3	-15	-1.0%
C=CCn1c(=N)n(CC(=O)c2ccc(Br)cc2)c2ccccc21	-12	3	0	-3	0.6	1	7	-18	-1.2%
NNC(=O)C(Cc1cnc[nH]1)NC(=O)OCc1ccccc1 (stereo not drawn)	14	5	1	-2	-2.2	8	-2	0	-1.9%
CCC(C)C1C(C#N)=C(N)Oc2n[nH]c(-c3ccccc3)c21 (stereo not drawn)	.	-4	2	1	-0.1	-1	2	1	1.3%
CCOC(=O)c1c(C)[nH]c(C)c1C(=O)COC(=O)c1ccc(O)cc1	17	-11	1	0	3.7	-7	12	-1	0.6%
COc1ccc(-c2nn3c(-c4ccccc4)nnc3s2)cc1OC	-4	-3	1	5	-0.1	-34	8	-1	15%
Cc1onc(-c2ccccc2)c1CNS(=O)(=O)c1ccccc1[N+](=O)[O-]	6	0	2	-4	-0.9	-16	5	-1	1.3%
O=c1nc2ccc(Cl)cn2c2ccc(S(=O)(=O)N3CCCCC3)cc12	-6	-4	0	12	0.4	-12	-2	-13	5.5%
CCC1CCCCN1C(=O)Cn1c(=O)n(CCCCCC(=O)NCc2ccc(F)cc2)c(=O)c2sccc21 (stereo not drawn)	-4	-2	17	19	-1.4	.	16	-6	1.7%
CCCCn1c(=O)[nH]c(=O)c2c1nc(-c1ccc(OC)c(Br)c1)n2CC(C)C	-26	5	2	5	-1.4	4	2	14	2.0%
O=C(NCc1ccccc1)c1ccc2c(=O)n(CC3CCCO3)c(=S)[nH]c2c1 (stereo not drawn)	-16	-1	4	-3	0.5	5	-6	11	0.5%
CC1(C)CC(=O)C2=C(C1)N(CC1CCCO1)C(=O)NC2(C(F)(F)F)C(F)(F)F (stereo not drawn)	-8	12	3	-4	-0.1	-25	2	22	3.1%
CCCCCCc1cc2cc(C(=O)NC)c(=N)oc2cc1O	-13	-3	6	6	1.6	6	0	2	1.1%
Cc1ccc(OCC(O)CN2CCOCC2)cc1 (stereo not drawn)	-9	-4	0	-6	.	.	.	1	-2.8%
Cc1cc(NC(=O)CCC(=O)N(CC(=O)NCC2CCCO2)c2cccc(C)c2C)no1 (stereo not drawn)	-4	-7	2	8	0.2	-2	-2	3	1.6%
O=C(COC(=O)C1(c2ccccc2)CC1)NNC(=O)c1ccccc1	4	-2	2	-2	-0.3	-18	-4	-9	1.7%
O=C(Nc1cccc(NC(=O)c2cccnc2)c1)c1ccccc1	9	-3	3	2	0.0	8	9	10	1.7%
COc1ccccc1C1N(c2ccc(F)cc2)C(=O)C2CCCN21 (stereo not drawn)	-6	-5	0	-6	-0.1	-5	11	4	0.8%
CSc1nn(Cc2cccc(F)c2)c(N(C(C)=O)C(C)=O)c1S(=O)(=O)c1ccccc1	.	0	1	-1	0.3	.	-8	5	5.5%
CCCN(CC(=O)Nc1ccccc1C)C(=O)c1cccc(S(=O)(=O)N2CCN(c3ccccc3)CC2)c1	-4	6	3	-4	-1.9	-8	0	-18	1.1%

Part of the list above, limited to RXFP1 agonist:
| structure | RXFP1 agonist |
| --- | --- |
| Cc1cc(NC(=O)CCC(=O)N(CC(=O)NCC2CCCO2)c2cccc(C)c2C)no1 (stereo not drawn) | 1.6% |
| CCCN(CC(=O)Nc1ccccc1C)C(=O)c1cccc(S(=O)(=O)N2CCN(c3ccccc3)CC2)c1 | 1.1% |
| O=C(COC(=O)C1(c2ccccc2)CC1)NNC(=O)c1ccccc1 | 1.7% |
| COc1ccccc1C1N(c2ccc(F)cc2)C(=O)C2CCCN21 (stereo not drawn) | 0.8% |
| Cc1ccc(OCC(O)CN2CCOCC2)cc1 (stereo not drawn) | -2.8% |

Other results follow.
smiles	RXFP1 antagonist	D1 PAM	D1 agonist	TRHR PAM	D2 ag	D2 antag	D2 potentiator	D1 antag	RXFP1 agonist
COc1cccc(CNC(=O)C2CCN(c3nnc(-n4c(C)ccc4C)s3)CC2)c1OC	-10	-2	1	-1	-0.3	.	6	4	2.3%
COc1ccc(NC(=O)c2nc[nH]c2C(=O)NCC(=O)OC(C)(C)C)cc1	.	-3	1	-1	-1.6	11	7	-6	-0.5%
O=C(CN1C(=O)COc2ccc(S(=O)(=O)Nc3ccccc3)cc21)NCc1ccccc1Cl	.	0	5	-18	-0.4	.	-4	5	-0.5%
O=C(Nc1cc(C(F)(F)F)ccc1Cl)C(Sc1ccccn1)c1ccccc1 (stereo not drawn)	-11	-4	12	-9	.	.	.	0	1.8%
CCC(C)NCCOc1ccccc1C (stereo not drawn)	-8	-3	2	-2	-0.8	12	-12	-17	2.3%
Cc1cccc(NC(=S)NC2CC3CCC(C2)N3Cc2ccco2)c1 (stereo not drawn)	-2	-20	17	-4	0.3	39*	-20	-67*	0.2%
O=C(c1ccccn1)N1CCN(C(=O)c2ccccn2)CC1	15	3	0	5	0.6	5	4	0	-0.8%
COc1ccc(C(=O)N2CCC(N3CCN(c4ccccc4)CC3)CC2)cc1OC	-10	-3	0	-4	41*	26	-12	-27	0.3%
C/C(=C\C(=O)c1ccc(Br)cc1)N1CCCCC1	-10	-1	3	1	0.6	-9	-1	20	2.6%
C=CCOc1c(Br)cc(C2NC(=O)NC(C)=C2C(C)=O)cc1OCC (stereo not drawn)	-3	-4	4	-2	-0.9	-5	-2	15	1.8%
Cc1ccc([N+](=O)[O-])cc1NC(=O)Nc1onc(C)c1C	8	-18	10	6	-1.9	47*	-20	-36*	4.8%
Cc1ccc(CC23CN4CCN(CC(C4)C2O)C3)c(C)c1 (stereo not drawn)	-3	4	4	-3	0.4	10	-2	18	2.6%
O=C(Nc1ccc(F)cc1)NC1CCN(Cc2c(F)cccc2Cl)CC1	9	3	6	2	1.0	-4	-14	3	1.6%
CCc1cccc(C)c1NC(=O)Nc1ccc2c(c1)OCO2	2	0	1	-1	0.7	-15	3	-12	0.4%
CCn1c(SCc2nc3sc(C(=O)O)c(C)c3c(=O)[nH]2)nc2ccccc21	-14	-6	5	4	1.7	-10	3	-7	1.4%
CCOC(=O)c1oc2c(c1C)-c1nn(Cc3ccccc3Cl)cc1CC2	-4	0	13	-4	0.1	.	0	11	-2.0%
CC1CC(C)CN(C(=O)COC(=O)c2cc3ccccc3cc2O)C1 (stereo not drawn)	-31	-3	5	-3	0.4	1	-7	-9	0.2%
O=C(NNC(=O)c1csc(N2CCOCC2)n1)c1cccnc1	8	-11	1	-5	-0.1	-5	-2	0	0.3%
CCOC(=O)C1C(=O)CC(=O)CC1CC(C)SCC (stereo not drawn)	-6	2	16	0	0.5	-11	7	-11	-0.6%
O=C(c1cccnc1)N1CCN(C/C=C/c2ccccc2)CC1	-14	-3	4	-10	2.5	-14	2	6	-0.6%
C=CCn1cnc2c(NCc3ccccc3)ncnc21	1	-1	3	-1	-3.1	-15	.	-4	-0.7%
CCS(=O)(=O)NCc1ccc2c(c1)cc(C)n2C	4	4	0	-1	1.0	1	3	10	0.0%
Cc1ccnc(NC(=O)c2sc3cc(Cl)ccc3c2Cl)c1	-3	-3	0	4	.	.	-1	3	-0.6%
COc1cc([N+](=O)[O-])cc2sc(NC(=O)C(C)(C)C)nc12	-15	4	0	-4	1.5	-1	-3	-3	-0.7%

Compound activity (PubChem BioAssay)
